Source: PubChem BioAssay (Broad Institute)
Pf Dd2 growth = inhibitors of Plasmodium falciparum Dd2 growth | P. falciparum Dd2 growth, SYBR Green, 72 h; stronger effect = lower value | activity change, % at 10 µM | actives 2.3% (n = 94,000); in the data active = activity change below about -80%; inconclusive = no clear call, values can overlap the other calls
GASC1 inh = KDM4C (human) demethylase inhibition. Q9H3R0. inhibition, % at 12.5 µM. GST-KDM4C 2-372, H3K9me3 peptide, LANCE TR-FRET. AID 720574. actives 0.15% (n = 96,000);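 active = mean replicate inhibition above about 25%, with at least 55% of replicates also reaching it, limit read from the data, passing the limit was not always enough; inconclusive = only one of those two conditions met; inactive = neither condition met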
Target sequence (Q9H3R0 2-372 limits assumed): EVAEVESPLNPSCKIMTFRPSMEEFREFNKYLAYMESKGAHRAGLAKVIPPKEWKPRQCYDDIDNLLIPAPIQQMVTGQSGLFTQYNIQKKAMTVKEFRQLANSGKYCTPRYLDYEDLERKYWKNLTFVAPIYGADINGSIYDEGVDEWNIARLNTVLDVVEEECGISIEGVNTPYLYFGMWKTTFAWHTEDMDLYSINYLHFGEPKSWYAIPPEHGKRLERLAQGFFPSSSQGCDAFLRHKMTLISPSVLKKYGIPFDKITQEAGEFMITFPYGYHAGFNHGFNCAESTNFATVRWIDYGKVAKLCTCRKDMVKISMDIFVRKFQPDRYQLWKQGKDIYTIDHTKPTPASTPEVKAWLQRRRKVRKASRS
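Material: N-terminal GST-fused human GASC-1 (KDM4C) fragment, residues 2-372. Input: 10 nM enzyme. Incubation: enzyme reaction 30 min, then detection 60 min, both room temperature. Doses: one test concentration per compound. Read-out basis: inhibition from TR-FRET ratio decrease. Detection: LANCE TR-FRET, excitation 340 nm, emissions 618 and 671 nm.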
C diff growth = inhibitors of Clostridium difficile growth; Clostridium difficile clinical isolate growth, OD600, 24 h; stronger effect = lower value; actives 0.25% (n = 86,000); growth activity, negative = inhibition, % at 16 µg/mL (by protocol); AID 1259249;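 active = mean growth activity at or below -80% and every replicate also at or below -80%; inconclusive = mean at or below -80% but some replicate above -80%; inactive = mean growth activity above -80%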;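 also: 0% = DMSO wells and -100% = levofloxacin 16 µg/mL wells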
Tcruzi prolif = blocks T. cruzi growth in NIH3T3 culture; T. cruzi beta-gal in NIH3T3, GalScreen luminescence, 90 h; inhibition, % at 8.34 µM; actives 5.9% (n = 77,000); AID 624255;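 active = mean inhibition above about 93%, with at least 55% of replicates each passing it, limit read from the data, passing the limit was not always enough; inconclusive = only one of those two conditions holds; inactive = neither condition holds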
An asterisk follows results filed as active; u = inconclusive; x = no result given; & = joins results of further samples.

Start of the listing, in advance (2 entries):
SMILES	Pf Dd2 growth	GASC1 inh	C diff growth	Tcruzi prolif
C[C@H]1CN([C@@H](C)CO)C(=O)Cc2cc(NC(=O)CCC(F)(F)F)ccc2O[C@@H]1CN(C)Cc1ccc(C(=O)O)cc1	11.4	0.3	3.7	8.5
CNC(=O)C[C@@H]1CC[C@@H]2[C@H](COc3ccc(NC(=O)Nc4cc(C)cc(C)c4)cc3C(=O)N2C)O1	5.8	2.5	1.7	9.7

Results, previewed entries included:
SMILES	Pf Dd2 growth	GASC1 inh	C diff growth	Tcruzi prolif
C[C@H]1CN([C@@H](C)CO)C(=O)Cc2cc(NC(=O)CCC(F)(F)F)ccc2O[C@@H]1CN(C)Cc1ccc(C(=O)O)cc1	11.4	0.3	3.7	8.5
CNC(=O)C[C@@H]1CC[C@@H]2[C@H](COc3ccc(NC(=O)Nc4cc(C)cc(C)c4)cc3C(=O)N2C)O1	5.8	2.5	1.7	9.7
C[C@@H]1CN([C@@H](C)CO)C(=O)Cc2cc(NC(=O)C3CCCCC3)ccc2O[C@@H]1CN(C)S(=O)(=O)c1cn(C)cn1	18.3	-1.1	-1.4	10.4
CO[C@H]1CN(C)C(=O)c2cc(NS(C)(=O)=O)ccc2OC[C@H](C)N(C(=O)c2ccc3c(c2)OCO3)C[C@H]1C	-12.6	0.8	x	x
COc1cccc(CN2CC3(CCN(C(C)=O)CC3)c3c(n(C)c4cc(OC)ccc34)[C@H]2CO)c1	-38.4	-0.3	-4.1	x
C[C@@H]1CN([C@@H](C)CO)S(=O)(=O)c2ccc(C#Cc3ccncc3)cc2O[C@H]1CN(C)C(=O)C1CC1	-41.1	-1.3	x	73.0
COc1ccc(CN(C)C[C@@H]2Oc3ccc(NC(=O)Nc4ccccc4)cc3CC(=O)N([C@H](C)CO)C[C@H]2C)cc1	17.2	-0.9	-4.9	37.2
CO[C@H]1CN(C)C(=O)c2cc(NC(=O)c3ccc(Oc4ccccc4)cc3)ccc2OC[C@H](C)NC[C@@H]1C	-17.3	-1.9	-2.4	-10.9
Cc1noc(C)c1NC(=O)Nc1ccc2c(c1)C(=O)N([C@H](C)CO)C[C@H](C)[C@H](CN(C)S(=O)(=O)c1ccc(Cl)cc1)O2	-3.1	-1.4	3.5	34.8
O=C(c1cccc(F)c1)N1CCCCN2[C@H](CO)[C@@H](c3ccc(/C=C/c4ccccc4)cc3)[C@H]2C1	-35.7	-1.9	31.6	92.2
C[C@@H]1CN([C@H](C)CO)C(=O)c2cccc(NC(=O)c3ccc(-c4nccs4)cc3)c2O[C@H]1CN(C)Cc1ccc(-c2ccccc2)cc1	-81.6*	-4.0	-7.6	85.1
C[C@H](CO)N1C[C@H](C)[C@H](CN(C)S(=O)(=O)c2cccs2)Oc2ncc(C#CC(C)(C)O)cc2C1=O	17.0	3.2	x	89.8
C[C@H](CO)N1C[C@H](C)[C@H](CN(C)S(=O)(=O)c2ccccc2)Oc2ccc(NS(=O)(=O)c3ccc(Cl)cc3)cc2CC1=O	-34.1	-1.3	0.2	13.4
Cc1ccccc1S(=O)(=O)N1[C@H](CO)[C@H](c2ccccc2)[C@@H]1C#N	43.8	-2.1	-11.1	54.6
Cc1ccc(S(=O)(=O)N(C)C[C@H]2Oc3c(NC(=O)Nc4ccc5c(c4)OCO5)cccc3C(=O)N([C@@H](C)CO)C[C@H]2C)cc1	-45.4	-5.5	-6.1	45.8
O=C(C[C@H]1C[C@H]2c3cc(NC(=O)c4ccc5c(c4)OCO5)ccc3O[C@H]2[C@@H](CO)O1)NCCc1ccccc1	-44.3	5.5	x	-22.7
O=C(C[C@H]1CC[C@H]2[C@@H](COC[C@@H](O)CN2S(=O)(=O)c2ccccc2)O1)NCCN1CCCCC1	x	-2.6	-3.1&-4.7	20.5
CCC(=O)N(C)C[C@H]1Oc2ncc(C#C[C@H](C)O)cc2C(=O)N([C@H](C)CO)C[C@H]1C	56.0	-3.1	-0.5	-55.2
COCC(=O)NC[C@H]1N[C@H](CO)[C@@H]1c1ccc(-c2ccccc2)cc1	-26.1	0.2	-1.4	x
Cc1noc(C)c1NC(=O)Nc1ccc2c(c1)C(=O)N([C@@H](C)CO)C[C@H](C)[C@@H](CN(C)Cc1ccncc1)OCCCC[C@H](C)O2	40.5	0.0	-3.1	19.2
CC(=O)N(C)C[C@H]1Oc2ncc(C#Cc3cccnc3)cc2C(=O)N([C@@H](C)CO)C[C@H]1C	17.6	-1.8	2.9	44.6
O=S(=O)(N[C@H]1CC[C@H](CCn2cc(Cc3ccccc3)nn2)O[C@@H]1CO)c1ccccc1F	-21.2	0.3	-2.8	8.7
C[C@@H]1CN([C@H](C)CO)S(=O)(=O)c2ccc(C#Cc3ccccc3)cc2O[C@H]1CN(C)S(=O)(=O)c1ccccc1F	-74.9	-2.1	10.6	129.0*
C[C@H]1CN([C@@H](C)CO)C(=O)Cc2cc(NC(=O)Cn3cnnn3)ccc2O[C@H]1CN(C)CC1CC1	25.4	3.1	-2.6	2.9

Entries listed above shown as hits in Pf Dd2 growth.
| mol | Pf Dd2 growth | GASC1 inh | C diff growth |
| --- | --- | --- | --- |
| C[C@@H]1CN([C@H](C)CO)C(=O)c2cccc(NC(=O)c3ccc(-c4nccs4)cc3)c2O[C@H]1CN(C)Cc1ccc(-c2ccccc2)cc1 | -81.6* | -4.0 | -7.6 |

Just C diff growth (three entries from above):
structure	C diff growth
C[C@H](CO)N1C[C@H](C)[C@H](CN(C)S(=O)(=O)c2ccccc2)Oc2ccc(NS(=O)(=O)c3ccc(Cl)cc3)cc2CC1=O	0.2
Cc1ccccc1S(=O)(=O)N1[C@H](CO)[C@H](c2ccccc2)[C@@H]1C#N	-11.1
Cc1ccc(S(=O)(=O)N(C)C[C@H]2Oc3c(NC(=O)Nc4ccc5c(c4)OCO5)cccc3C(=O)N([C@@H](C)CO)C[C@H]2C)cc1	-6.1

Continued:
SMILES	Pf Dd2 growth	GASC1 inh	C diff growth	Tcruzi prolif
COC(=O)C[C@H]1CC[C@H]2[C@@H](COc3ccc(NC(=O)Nc4cc(C)cc(C)c4)cc3C(=O)N2C)O1	x	-3.9	32.1	10.4
C[C@@H]1CCCCO[C@@H](CN(C)C(=O)NC2CCCCC2)[C@@H](C)CN([C@@H](C)CO)C(=O)c2cc(NS(=O)(=O)c3cccs3)ccc2O1	-38.4	0.2	11.4	60.4
CO[C@@H]1CN(C)C(=O)c2cc(NS(C)(=O)=O)ccc2OC[C@@H](C)N(C(=O)C2CCC2)C[C@@H]1C	-26.2	0.5	x	43.4
O=C(C[C@H]1CC[C@H]2NC[C@@H](O)COC[C@@H]2O1)N1CCc2ccccc2C1	8.9	0.0	4.1&-4.7	-26.2
C[C@@H]1CN([C@H](C)CO)C(=O)c2cc(-c3ccncc3)cnc2O[C@@H]1CN(C)C(=O)Cc1cccnc1	41.1	0.9	-3.1	7.1
COC(=O)C[C@H]1C[C@H]2c3cc(NC(=O)Nc4ccc(F)cc4)ccc3O[C@H]2[C@@H](CO)O1	-5.6	0.6	-1.6	x
COc1ccc(NC(=O)N(C)C[C@@H]2OCCCC[C@H](C)Oc3ccc(NC(=O)CCC(F)(F)F)cc3C(=O)N([C@@H](C)CO)C[C@@H]2C)cc1	-53.2	-0.8	-4.9	42.9
C[C@H](CO)N1C[C@H](C)[C@H](CN(C)Cc2cccc(C(F)(F)F)c2)Oc2ncc(-c3ccccc3)cc2C1=O	-35.4	-2.9	6.7	118.5*
CCC(=O)N1CC[C@@H]2[C@H]1c1cc(-c3ccc(F)cc3)ccc1N(C)[C@@H]2CO	-9.1	3.4	5.5	101.0*
COc1ccc(S(=O)(=O)Nc2ccc3c(c2)C(=O)N([C@@H](C)CO)C[C@H](C)[C@@H](CN(C)C(=O)Nc2ccc(F)cc2)OCCCC[C@H](C)O3)cc1	-51.3	-1.1	2.0	112.8
C[C@H](CO)N1C[C@H](C)[C@H](CN(C)Cc2ccc(C(F)(F)F)cc2)Oc2ccc(NC(=O)NC3CCCCC3)cc2CC1=O	2.2	-0.2	2.9	0.8
C[C@@H]1CN([C@@H](C)CO)C(=O)c2cccc(NS(=O)(=O)c3ccc(F)cc3)c2O[C@H]1CN(C)S(=O)(=O)c1cn(C)cn1	0.3	-0.3	3.9	39.0
CCCC(=O)Nc1ccc2c(c1)C(=O)N(C)[C@H]1CC[C@@H](CC(=O)NCCc3ccccc3)O[C@H]1CO2	-10.1	1.8	1.0	14.7
C[C@H](CO)N1C[C@H](C)[C@H](CN(C)C(=O)Nc2ccccc2)OCCCC[C@H](C)Oc2ccc(NC(=O)c3ccccc3)cc2C1=O	-19.0	0.4	x	71.2
C[C@@H]1CN([C@@H](C)CO)C(=O)c2cccc(NC(=O)C3CC3)c2O[C@H]1CN(C)S(C)(=O)=O	15.0	0.8	-4.1	66.6
C[C@@H]1CN([C@@H](C)CO)S(=O)(=O)c2ccc(C#Cc3ccccc3)cc2O[C@@H]1CN(C)C(=O)CN(C)C	-74.5	1.6	12.6	u
O=S(=O)(c1ccccc1)N1CC2(C1)[C@H](c1ccccc1)[C@H](CO)N2CC1CCCC1	-4.0	0.4	9.9	x
C[C@@H]1CN([C@@H](C)CO)C(=O)c2cc(NC(=O)CCC(F)(F)F)ccc2O[C@H]1CN(C)S(=O)(=O)c1cccs1	0.0	0.3	x	-83.5
CN(C)C(=O)[C@H]1[C@H](CO)[C@H]2Cn3c(ccc(C4=CCCC4)c3=O)[C@@H]1N2CC1CCCCC1	9.2	0.7	-2.6	35.5
CO[C@@H]1CN(C)C(=O)c2ccc(NS(C)(=O)=O)cc2OC[C@@H](C)N(C(=O)C2CCCC2)C[C@H]1C	x	-3.8	x	8.9
C[C@@H]1CCCCO[C@@H](CN(C)C(=O)Nc2ccccc2)[C@H](C)CN([C@@H](C)CO)C(=O)c2cc(NS(=O)(=O)c3cn(C)cn3)ccc2O1	37.4	-2.7	1.0	22.9
C/C=C/c1ccc([C@@H]2[C@@H](CN(C)C(=O)C3CC3)N(C(=O)C3CC3)[C@H]2CO)cc1	-7.0	-2.7	1.8	23.5
C[C@@H]1CCCCO[C@@H](CN(C)C(=O)Nc2ccc(F)cc2)[C@H](C)CN([C@H](C)CO)C(=O)c2cc(NS(=O)(=O)c3cn(C)cn3)ccc2O1	-0.2	-1.3	1.5	-21.5
C[C@@H]1CN([C@@H](C)CO)C(=O)c2cc(NS(C)(=O)=O)ccc2O[C@@H](C)CCCCO[C@H]1CN(C)C	12.9	0.5	-0.4	10.7
CN(C)C(=O)C[C@@H]1CC[C@H]2[C@@H](COc3ccc(NC(=O)c4ccc(F)c(F)c4)cc3C(=O)N2C)O1	-6.9	0.8	-1.5	7.7
O=C(Nc1ccc2c(c1)[C@@H]1C[C@H](CC(=O)N3CCCCC3)O[C@@H](CO)[C@@H]1O2)Nc1ccccc1F	0.0	-1.1	-2.0	5.3
C[C@@H]1CCCCO[C@H](CN(C)S(=O)(=O)c2ccc(Cl)cc2)[C@H](C)CN([C@H](C)CO)C(=O)c2cc(NC(=O)c3ccncc3)ccc2O1	-59.9	0.0	2.9	100.8*
CC(C)NC(=O)N(C)C[C@@H]1Oc2c(NC(=O)Nc3ccc(C(F)(F)F)cc3)cccc2C(=O)N([C@@H](C)CO)C[C@@H]1C	-6.0	-0.6	26.2	24.1
CCCN1[C@H](C(=O)OC)[C@@H](CO)[C@@H]2Cn3c(ccc(-c4ccc(F)cc4)c3=O)[C@@H]21	0.9	2.8	0.1	-6.0
C[C@@H]1CN([C@H](C)CO)C(=O)c2cccc(NC(=O)Nc3ccc(F)cc3)c2O[C@@H]1CN(C)C	-1.9	-1.9	6.5&0.5	x
COc1ccccc1S(=O)(=O)N(C)C[C@@H]1Oc2cc(/C=C/c3ccccc3)ccc2S(=O)(=O)N([C@H](C)CO)C[C@H]1C	u	1.7	8.1	123.8*
C[C@@H]1CN([C@@H](C)CO)C(=O)Cc2cc(NC(=O)Cc3ccccc3)ccc2O[C@H]1CN(C)S(=O)(=O)c1ccc(Cl)cc1	-70.4	-1.2	0.3	22.6
COc1cccc(NC(=O)N2C[C@H](O)COC[C@H]3O[C@@H](CC(=O)NC4Cc5ccccc5C4)CC[C@@H]32)c1	12.9	1.1	-4.1&-9.3	109.3*
C[C@H](O)C#Cc1ccc([C@H]2[C@@H](CO)N3CCCCN(C(=O)c4ccc5c(c4)OCO5)C[C@@H]23)cc1	19.4	-1.0	-2.1	42.3
O=C(C[C@H]1CC[C@@H]2[C@H](COC[C@H](O)CN2Cc2cccc(F)c2)O1)NCC1CCCCC1	7.9	1.7	6.5	-33.9
COc1ccc(NC(=O)N(C)C[C@H]2OCCCC[C@H](C)Oc3ccc(NS(C)(=O)=O)cc3C(=O)N([C@H](C)CO)C[C@@H]2C)cc1	22.3	0.2	-1.3	42.5
COCC(=O)N1[C@H](CO)[C@H](c2ccc(-c3cccnc3)cc2)[C@@H]1C#N	-1.9	3.4	-3.3	89.1
Cc1noc(C)c1NC(=O)N(C)C[C@H]1Oc2c(NC(=O)c3cnccn3)cccc2C(=O)N([C@H](C)CO)C[C@@H]1C	-7.0	1.4	-2.4	72.4

No enrichment for hits; overall some 6.7% were active at least once.
